Screening results (PubChem BioAssay)
OPRM1-OPRD1 inv = inverse agonist of human OPRM1-OPRD1 heterodimerization; actives 0.21% (n = 340,000); AID 504357; cell-based MOR-DOR heterodimer luminescence, inverse agonism; inhibition, % at 9.3 µM; in the data active = inhibition above about 22%, passing the limit was not always enough;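 also: 0% = cells with DMSO and 100% = wells without cells with DMSO; values of inactives mirror those of a sister screen read the other way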
OPRM1-OPRD1 ag = agonists of human mu-delta opioid receptor heterodimerization; actives 0.3% (n = 340,000); P35372+P41143; cells, OPRM1-OPRD1 heterodimerization, luminescence; activation, % at 9.3 µM; in the data active = activation above about 18%;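 also: 0% = vehicle-treated cells and 100% = reference agonist; values of inactives mirror those of a sister screen read the other way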
Wnt act = Wnt/beta-catenin pathway activation; Wnt/beta-catenin reporter cell assay, activator, plate reader; activation, % at 9.35 µM; actives 1.2% (n = 300,000); AID 743398; in the data active = activation above about 30%, passing the limit was not always enough;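 also: 0% = neutral control wells and 100% = positive control wells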
cardiac RTF act = cardiac RTF calcium sensitization; actives 0.24% (n = 340,000); IANBD-labeled TnC RTF fluorescence at EC20 calcium; 0% EC20 calcium, 100% full calcium; activation, % at 7.2 µM; P19429+P45379;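 active = activation above the mean over all tested compounds plus 3 SD, cut at about 30% in these data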;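 also: rise in fluorescence read as greater calcium sensitivity of cardiac thin filaments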
Cardiac RTF inh = cardiac RTF calcium desensitization; actives 0.12% (n = 340,000); P19429+P45379; inhibition, % at 7.15 µM; IANBD-labeled cardiac RTF, Ca2+ fluorescence;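 active = inhibition above the mean inhibition of all tested compounds plus 3 SD, cut at about 17% in these data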;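 also: assay run at fixed EC70 calcium of 1.6 mM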
DSG3 Ab inh = human desmoglein-3 autoantibody binding inhibition; actives 0.48% (n = 310,000); binding (percent of control), % at 10 µM; DSG3-coupled beads, scFv-anti-DSG3-GFP binding, flow cytometry; stronger effect = lower value; P32926;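 active = binding more than 3 SD below its plate's average and above zero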;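 also: hits lower antibody fragment binding to DSG3; some compounds called inactive have numbers as strong as hits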
Target sequence (P32926 whole entry, looked up, the tested form may be a part): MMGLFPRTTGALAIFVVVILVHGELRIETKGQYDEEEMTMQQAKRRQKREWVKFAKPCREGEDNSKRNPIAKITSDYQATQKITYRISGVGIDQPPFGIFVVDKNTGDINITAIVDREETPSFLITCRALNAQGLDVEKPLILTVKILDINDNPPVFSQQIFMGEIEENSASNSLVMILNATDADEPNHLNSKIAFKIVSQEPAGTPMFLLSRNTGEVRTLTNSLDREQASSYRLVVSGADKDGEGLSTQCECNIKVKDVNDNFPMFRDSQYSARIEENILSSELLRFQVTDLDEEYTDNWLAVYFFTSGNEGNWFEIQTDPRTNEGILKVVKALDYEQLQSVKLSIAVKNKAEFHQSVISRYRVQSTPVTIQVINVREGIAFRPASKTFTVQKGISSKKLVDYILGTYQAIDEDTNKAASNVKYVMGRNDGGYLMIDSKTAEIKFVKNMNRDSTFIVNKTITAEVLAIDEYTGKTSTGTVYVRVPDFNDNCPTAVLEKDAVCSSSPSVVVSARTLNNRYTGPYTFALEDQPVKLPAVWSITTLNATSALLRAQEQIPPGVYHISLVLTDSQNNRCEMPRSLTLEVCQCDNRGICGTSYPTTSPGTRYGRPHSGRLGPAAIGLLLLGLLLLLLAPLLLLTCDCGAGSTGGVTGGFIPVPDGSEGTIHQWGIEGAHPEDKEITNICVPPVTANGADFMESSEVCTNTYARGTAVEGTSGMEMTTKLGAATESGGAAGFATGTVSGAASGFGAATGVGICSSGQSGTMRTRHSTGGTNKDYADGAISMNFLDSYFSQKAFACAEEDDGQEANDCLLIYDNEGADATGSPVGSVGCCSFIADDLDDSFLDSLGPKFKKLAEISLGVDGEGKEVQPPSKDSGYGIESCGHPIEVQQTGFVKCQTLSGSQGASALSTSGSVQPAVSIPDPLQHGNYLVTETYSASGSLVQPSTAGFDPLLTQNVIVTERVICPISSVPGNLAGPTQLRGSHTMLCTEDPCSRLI
LANA DNA inh = inhibitors of KSHV LANA C-terminal domain DNA binding; MBP-C-LANA/FAM-LBS DNA binding, fluorescence polarization; inhibition, % at 9 µM; actives 0.078% (n = 340,000); AID 504423;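 active = highest replicate inhibition at or above 60% at 9 µM, even if other replicates fall short; inactive = all replicates below 60% inhibition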;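 also: 0% = neutral control wells and 100% = 4 µM acridine orange control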
V-ATPase pH = alters yeast V-ATPase proton transport | response, % at 10 µM | actives 0.37% (n = 350,000) | S. cerevisiae, pHLuorin cytosolic pH fluorescence; in the data active = response mostly above about 7.3%, no sharp cut-off; inactive = mostly below about 5.4%; also: actives read high; inactives centre near 0; some compounds called inactive have numbers as strong as hits; reference of the scale not given here
Arr AP2 block = human beta-arrestin and AP2 interaction inhibition; FITC-arrestin peptide / GST-AP2 beads, flow cytometry; AP2 beta2 appendage carries R879A mutation; inhibition, % at 10 µM; actives 0.31% (n = 340,000);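 active = inhibition above a set limit, near 3 SD of compounds lacking own fluorescence, cut at about 54% in these data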;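 also: plate controls were DMSO wells for no effect and 5 µM unlabelled arrestin peptide for full effect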
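Measured by: flow cytometry, FL1 (488/535 nm); Material: AP2 appendage R879A on GSH beads; Evaluation: percent response; Timing: pre-incubation 12 min, peptide binding 1 h, room temperature; Also added: 50 nM FITC-arrestin peptide; Medium: PBS with 0.05% Tween 20 and 0.1% BSA.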
Keap1-Nrf2 PPI = Keap1-Nrf2 (human) interaction inhibition | Keap1 Kelch-Nrf2 peptide fluorescence polarization, 1536-well | Q14145 | actives 0.15% (n = 340,000) | inhibition, % at 9.4 µM; in the data active = inhibition above about 12%;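 also: human Keap1 Kelch domain with fluorescein labeled Nrf2 9mer peptide probe; 0% = neutral control wells and 100% = peptide positive control; higher means more block of Keap1 binding to Nrf2 peptide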
* hit, by the source's call; . = no result given.

SMILES	OPRM1-OPRD1 inv	OPRM1-OPRD1 ag	Wnt act	cardiac RTF act	Cardiac RTF inh	DSG3 Ab inh	LANA DNA inh	V-ATPase pH	Arr AP2 block	Keap1-Nrf2 PPI
C/C(Cl)=C/Cc1c(C)[nH]c2c(ccc3ccccc32)c1=O	-65.8	14.2	-1.3	-12.1	-1.5	99.9	-3.2	-0.6	25.5	6.5
CCC1CN(C(=O)NCc2ccc(F)cc2)c2ccccc2O1 (centres undefined)	1.9	-0.4	-0.5	2.2	2.8	99.6	-0.5	-2.4	-12.1	0.2
CN(C)/C=N/NC(=O)C1Cc2c(ccc3ccccc23)O1 (centres undefined)	17.9	-3.6	3.1	-0.9	-8.9	98.7	3.7	-2.4	-18.1	-0.7
COc1ccc(C(CNC(=O)c2ccccc2C)N2CCCC2)cc1 (centres undefined)	14.3	-2.8	7.2	0.8	-0.6	119.4	0.8	-4.8	5.1	0.1
O=C(CNC(=O)c1ccccc1)NCC(=O)OCC(=O)c1ccc([N+](=O)[O-])cc1	20.4	-4.0	0.4	-4.6	4.5	100.9	0.6	-4.9	3.5	-2.7
COc1cccc(C(c2sc3ncnn3c2O)N2CCN(C(=O)c3ccco3)CC2)c1 (centres undefined)	7.7	-1.3	-2.0	3.7	-3.0	106.2	-0.1	-1.0	20.7	-3.0
COCC(=O)Nc1ccc(S(=O)(=O)Nc2ccccn2)cc1	22.2	-4.4	-0.3	1.8	-4.2	94.0	0.1	0.1	40.8	0.4
COc1ccccc1/C=N/NC(=S)Nc1cccnc1	14.7	-2.8	0.8	5.7	-10.1	106.2	0.9	-2.0	-1.5	-3.2
O=C(c1cc(-c2ccccn2)nc2ccccc12)N1CCN(c2ncccn2)CC1	16.0	-3.1	-0.1	-0.1	9.0	101.7	-1.0	-1.1	27.0	-2.7
CN(C)c1cccc(C(=O)N/N=C/c2ccccc2F)c1	4.4	-0.8	7.3	-1.8	-0.1	99.6	0.7	-0.6	9.8	-2.6
COc1ccc(CCNC(=O)CSCc2ccc([N+](=O)[O-])cc2)cc1OC	13.7	-2.7	.	2.6	-9.8	.	-0.7	9.2	3.2	1.0
N#Cc1ccsc1NC(=O)CSc1nnnn1-c1ccc(O)cc1	7.3	-1.4	11.2	0.2	-10.3	95.0	2.9	-4.4	32.3	-1.5
CC(OC(=O)CC(C)c1ccccc1)C(=O)Nc1ccc(Cl)cn1 (centres undefined)	-21.9	3.4	2.4	0.4	-5.8	107.2	-0.6	-1.9	0.8	3.9
CCN(C(=O)COC(=O)c1cc(-c2cccs2)nc2ccccc12)C1CCS(=O)(=O)C1 (centres undefined)	17.8	-3.8	-1.8	2.3	-6.0	95.0	-1.5	0.7	8.9	-0.2
O=C(NCc1ccccn1)C1CN(S(=O)(=O)c2ccccc2)CCN1S(=O)(=O)c1ccccc1 (centres undefined)	.	.	-1.6	.	.	94.5	1.1	2.9	36.2	0.0
Fc1ccc(COc2cccc(CNCc3ccncc3)c2)cc1	-19.9	4.3	21.2	12.1	-21.0	99.6	0.9	-0.9	20.2	0.3
Cc1cc2c(c(=O)n1Cc1cccnc1)C(c1ccc(F)cc1)C(C#N)=C(N)O2 (centres undefined)	13.3	-2.4	-2.1	2.5	-17.3	92.2	-0.7	12.1*	14.4	-6.4
CC1CCCN(S(=O)(=O)c2ccc(C(=O)Nc3nnc(-c4ccncc4)o3)cc2)C1 (centres undefined)	-3.9	0.5	-6.4	-4.2	-4.7	104.8	0.8	0.2	7.2	0.6
CCN(C(=O)COC(=O)C(c1ccccc1)c1ccccc1)c1c(N)n(Cc2ccccc2)c(=O)[nH]c1=O	6.4	-1.6	-1.0	8.9	-0.1	110.8	0.9	0.5	-7.2	-6.3
O=C(CCn1c(=O)oc2ccccc21)N1CCOCC1	5.2	-0.9	.	-2.4	4.9	101.3	-2.0	2.9	20.4	2.9
CC(=O)Oc1ccccc1C1=NN(C(C)=O)C(c2ccccc2)C1 (centres undefined)	16.4	-2.6	2.7	2.0	0.8	87.3	-2.2	2.0	1.5	-3.3
CC1(C)CC(NC(=O)C2CCCCC2C(=O)O)CC(C)(C)N1 (centres undefined)	3.5	-0.7	-3.0	-2.3	5.7	96.3	-1.0	-2.9	10.3	-0.4
Cc1ccc(C(=O)N/C(=C/c2cccs2)C(=O)N2CCCCC2)cc1	4.8	-0.7	-3.3	2.6	-8.6	101.5	1.4	-1.5	-6.6	5.4
O=C(c1cccc(N2C(=O)C3CC=CCC3C2=O)c1)N1CCN(c2ccccc2)CC1 (centres undefined)	8.1	-1.5	.	-1.8	0.4	102.8	2.6	-0.5	5.0	-5.6
CCN(CC)S(=O)(=O)c1ccc2oc(C(=O)NCc3ccc(F)cc3)c(C)c2c1	-21.9	3.6	-6.4	-4.3	-3.6	.	0.3	3.6	7.9	-1.3
Cc1ccc(S(=O)(=O)NNC(=O)c2cc(C)cs2)cc1	-1.3	0.3	2.4	8.7	0.3	105.1	-0.4	2.5	14.3	-2.5
CCOc1ccc(OCC)c(NC(=O)C2CCN(S(=O)(=O)c3cccc4nonc34)CC2)c1	9.9	-2.4	-1.9	-7.7	-1.2	101.4	-2.9	-1.3	7.6	-2.0
Cn1c(CN2CCOCC2)nc2cc(NC(=O)c3ccc(Cl)cc3)ccc21	6.0	-1.0	.	-3.4	2.2	103.6	0.1	0.6	-3.2	-3.8
Cc1ccc(S(=O)(=O)N(C)C)cc1NC(=S)Nc1cccc2ccccc12	4.0	-0.8	1.8	-11.9	-3.5	111.5	2.6	3.1	3.6	-1.5
CCOC(=O)C1=NNC2C(=O)N(C3CCCCC3)C(=O)C12 (centres undefined)	4.4	-0.8	.	5.3	-10.2	108.2	1.1	-0.4	6.0	0.4
O=C1CC2(CCN(C(=O)C(=O)c3c[nH]c4ccccc34)CC2)Oc2ccccc21	-2.6	0.5	-2.1	-1.8	1.1	.	0.5	2.2	-1.2	-6.9
COc1ccc(CCNC(=O)CN2C(=O)C(=O)N(C3CCCC3)C2=O)cc1OC	12.5	-3.1	-1.8	-1.1	1.6	90.2	-0.3	1.9	-9.1	-2.7
Cc1cc2c(cc(C(=O)NCc3cccnc3)n2Cc2ccc(Cl)cc2)o1	2.2	-0.4	.	7.2	0.3	95.8	0.5	-0.8	2.1	-1.8
Cc1cc(C)cc(-c2nnc(SCC(=O)c3ccc4c(c3)OCCO4)o2)c1	5.3	-0.9	.	2.2	-11.2	93.8	-0.4	-2.1	-0.4	0.9
CCOC(=O)N1CCC(=NNC(=O)c2ccc(O)cc2)CC1	-1.8	0.3	2.0	1.2	-4.3	100.4	-2.9	-4.2	3.1	1.5
Cc1cc(=O)[nH]c(S/C=C/c2ccccc2)n1	1.9	-0.3	-0.9	3.5	-10.8	98.7	-0.5	-2.3	-6.0	-4.1
Cc1ccc(NN=Nc2nc3c([nH]2)c(=O)n(C)c(=O)n3C)cc1	3.9	-0.7	2.6	-2.4	15.2	100.5	2.4	3.3	13.5	0.2
COc1ccc(C(=O)NCc2ccccn2)cc1	5.3	-1.0	-2.9	3.6	3.9	.	-2.4	0.5	7.8	1.8
CCN(CC)S(=O)(=O)c1ccc(Cl)c(C(=O)NC)c1	10.7	-1.9	.	4.8	-2.1	92.4	-0.9	-2.5	17.8	0.6
Nn1cnnc1N/N=C/c1cc([N+](=O)[O-])c(Cl)cc1Cl	-15.1	2.6	.	-1.4	-11.3	101.3	0.6	-0.8	-71.2	-3.6
COc1ccc(CN2CCN(CCCc3ccccc3)C(CCO)C2)cc1OC (centres undefined)	7.7	-1.5	-1.0	4.2	-10.8	112.0	0.8	0.3	-8.0	3.1
CCOC(=O)C1CCN(c2c(NCc3ccc(C(=O)NC(C)CC)cc3)c(=O)c2=O)CC1 (centres undefined)	8.7	-2.1	.	-0.2	-6.6	108.4	0.7	5.1	7.9	-5.8
CCOC(=O)c1c(C)[nH]c(C(=O)OCC(=O)Nc2cc(C)c(Cl)cc2OC)c1C	7.9	-1.3	1.9	2.6	-8.4	.	-0.9	3.6	-4.7	0.6
CC(/C=N/NC(=O)c1cc(-c2cccnc2)nc2c1c(C)nn2-c1ccccc1)=C\c1ccccc1	-8.6	1.5	.	4.8	-4.8	94.3	0.1	2.2	42.3	-0.4
COc1cc(C(=O)NCCSc2ccc(F)cc2)cc(OC)c1OC	15.3	-3.4	-2.9	-2.3	5.0	92.5	1.8	3.1	23.8	-2.5

Complete entries from above. Order of screens: OPRM1-OPRD1 inv, OPRM1-OPRD1 ag, Wnt act, cardiac RTF act, Cardiac RTF inh, DSG3 Ab inh, LANA DNA inh, V-ATPase pH, Arr AP2 block, Keap1-Nrf2 PPI
Profile of Cc1ccc(NN=Nc2nc3c([nH]2)c(=O)n(C)c(=O)n3C)cc1 → 3.9, -0.7, 2.6, -2.4, 15.2, 100.5, 2.4, 3.3, 13.5, 0.2
Profile of COc1ccc(CN2CCN(CCCc3ccccc3)C(CCO)C2)cc1OC (centres undefined) → 7.7, -1.5, -1.0, 4.2, -10.8, 112.0, 0.8, 0.3, -8.0, 3.1

Later entries
SMILES	OPRM1-OPRD1 inv	OPRM1-OPRD1 ag	Wnt act	cardiac RTF act	Cardiac RTF inh	DSG3 Ab inh	LANA DNA inh	V-ATPase pH	Arr AP2 block	Keap1-Nrf2 PPI
CCCCCNC(=O)c1ccc(NS(=O)(=O)c2ccc3[nH]c(=O)[nH]c3c2)cc1	6.7	-1.3	3.2	-2.1	-0.8	103.9	0.2	-2.4	47.3	0.4
CCOC(=O)Cn1nc(C)c(NC(=O)COc2ccc([N+](=O)[O-])c(C)c2)c1C	-6.5	1.2	0.1	-0.9	-10.5	107.3	15.5	6.8	3.8	-1.1
CCN(CC)CCN(C(=O)/C=C/c1cccs1)c1nc2ccc(F)cc2s1	-12.2	2.4	-0.9	1.7	5.5	90.1	-1.5	2.9	-5.3	-3.8
NC(=O)NC(=O)C(Nc1ccc2c(c1)CCC2)c1ccccc1 (centres undefined)	3.4	-0.6	-0.6	-1.8	5.3	93.3	-0.6	-1.2	6.5	-6.3
CCC(C)Nc1nc(Cl)nc(NCCOc2ccccc2)n1 (centres undefined)	-6.5	1.2	2.1	-4.2	1.3	112.2	0.3	-5.4	29.0	-4.6
Cc1cc(C)c(NC(=O)CN)c(C)c1	6.7	-1.0	-2.1	3.0	-3.2	104.5	0.3	-1.6	-1.1	1.3
CCN(CC)CCSc1nnc(Nc2ccccc2)n1-c1ccccc1	15.5	-3.0	-0.3	-4.4	4.7	100.2	1.4	0.2	-10.0	-0.1
Nc1nccnc1C(=O)OCC(=O)NNC(=O)c1ccccc1	13.2	-1.9	-0.1	-2.4	-0.5	112.2	1.5	1.9	-3.3	-4.3
Cc1cc(N2CCN(c3ccccc3)CC2)nc(N)n1	18.4	-3.7	.	1.8	2.6	100.0	-0.2	2.2	2.2	-2.4
COc1ccccc1C(=O)NNC(=O)C(=O)NC(C)C	2.2	-0.4	-2.7	-2.2	-8.2	105.0	0.5	10.4	-3.1	2.2
COc1cccc(/C=C/C(=O)Nc2cccc(C(C)=O)c2)c1OC	2.6	-0.5	-0.8	-2.1	4.1	109.5	-1.7	-1.6	15.2	-4.8
CCCn1cc(CN2CCC(Oc3ccc(C(=O)N4CCCC4)cc3)CC2)c(C)n1	17.3	-3.5	-1.4	-2.0	-2.9	97.8	0.1	0.5	-1.9	0.3
